Screening results: PubChem, several laboratories
ERa SRC1 inh: blocks coactivator binding to human estrogen receptor alpha | P03372 | TR-FRET ER-alpha LBD / SRC-1 peptide, estradiol-bound | inhibition, % at 25.6 µM | 86,000 tested, 1.7% active | AID 629; in the data active means inhibition above about 50%;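 further: 0% = receptor plus peptide control and 100% = peptide only without receptor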
H69AR inhibit: growth inhibitors of human H69AR lung tumor cells | H69AR lung tumor viability, ATP luminescence, 72 h; stronger effect = lower value | viability, % at 10 µM | 85,000 tested, 6% active;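 active means viability at or below 40%; inactive means viability above 40%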;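 further: multidrug resistant small cell line overexpressing MRP-1 efflux transporter; 100% = mean luminescence of untreated control wells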
ERb SRC1 inh: ER-beta (human) coactivator binding inhibition. 86,000 tested, 1.3% active. inhibition, % at 25.6 µM. TR-FRET ER-beta LBD / SRC1-Cy5 peptide binding; receptor agonist-loaded with 1 µM estradiol. AID 633;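 active means compounds whose percent inhibition of the receptor-coactivator binding signal exceeds about 50% in the single-dose screen, limit read from the data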;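 further: 0% = receptor plus peptide wells without compound and 100% = peptide-only wells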
Target sequence (Q92731 whole entry, looked up, the tested form may be a part): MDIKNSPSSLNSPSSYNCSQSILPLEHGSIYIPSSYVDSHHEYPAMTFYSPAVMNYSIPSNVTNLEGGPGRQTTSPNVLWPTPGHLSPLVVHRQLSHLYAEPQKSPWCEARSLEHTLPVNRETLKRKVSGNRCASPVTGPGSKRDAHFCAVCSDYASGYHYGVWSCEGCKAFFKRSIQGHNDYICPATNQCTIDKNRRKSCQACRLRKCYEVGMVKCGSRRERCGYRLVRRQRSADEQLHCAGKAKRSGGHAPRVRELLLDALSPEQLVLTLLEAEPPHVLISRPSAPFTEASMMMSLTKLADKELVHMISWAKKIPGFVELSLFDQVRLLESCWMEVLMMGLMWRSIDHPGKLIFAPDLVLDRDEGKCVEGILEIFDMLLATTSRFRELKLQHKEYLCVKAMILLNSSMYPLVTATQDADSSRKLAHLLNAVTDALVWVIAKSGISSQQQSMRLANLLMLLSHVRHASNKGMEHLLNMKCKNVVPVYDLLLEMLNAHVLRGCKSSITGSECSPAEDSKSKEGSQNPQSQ
HUVEC inhibit: inhibitors of human endothelial cell proliferation; viability, % at 10 µM (by protocol); 86,000 tested, 1.1% active; HUVEC proliferation, CellTiter-Glo luminescence, 72 h; stronger effect = lower value; AID 648;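 active means viability at or below 30%; inactive means viability above 30%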;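 further: 100% = median luminescence of DMSO-only cell control wells on each plate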
Smad3 FoxH1 inh: inhibitors of human Smad3 transcription factor binding; AID 630; TR-FRET Smad3/Dy647-FoxH1 peptide binding, europium anti-His; P84022; 88,000 tested, 0.29% active; inhibition, % at 25 µM;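 active means compounds that reduce the energy-transfer binding signal between the protein and its labelled peptide by more than half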;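 further: 0% = Smad3 plus labelled peptide maximal FRET and 100% = peptide-only background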
Target sequence (P84022 whole entry, looked up): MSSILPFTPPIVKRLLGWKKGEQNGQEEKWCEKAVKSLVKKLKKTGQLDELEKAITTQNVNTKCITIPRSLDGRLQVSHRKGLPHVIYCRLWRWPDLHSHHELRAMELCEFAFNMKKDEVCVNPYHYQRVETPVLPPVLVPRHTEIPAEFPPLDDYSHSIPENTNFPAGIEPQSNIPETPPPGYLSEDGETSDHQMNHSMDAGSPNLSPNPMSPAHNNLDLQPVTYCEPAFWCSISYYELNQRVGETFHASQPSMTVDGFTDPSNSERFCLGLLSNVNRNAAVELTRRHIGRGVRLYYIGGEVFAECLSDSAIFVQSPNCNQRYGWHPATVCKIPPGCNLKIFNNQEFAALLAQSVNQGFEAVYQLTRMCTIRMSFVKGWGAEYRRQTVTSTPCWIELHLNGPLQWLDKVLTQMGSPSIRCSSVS
CD11b adhes enh: CD11b/CD18-fibrinogen binding enhancement | activation, % at 10 µM | K562 CD11b/CD18 adhesion to fibrinogen, ATPlite luminescence | 93,000 tested, 0.07% active | P05107+P11215;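 active means 10 µM primary screen giving 50% or more activity, confirmed by 40% or more on retest at that dose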; further: strong numbers were not always called active
MT1-MMP txn act: MT1-MMP promoter transcription activation; HT1080 MT1-MMP promoter luciferase reporter, luminescence, overnight; stronger effect = higher value; activation factor at 10 µM; 86,000 tested, 0.16% active;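 active means activation factor of at least 2 for MT1-MMP transcription at 10 µM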
ERa coact pot: enhances coactivator binding to human estrogen receptor alpha | P03372 | TR-FRET ERalpha-LBD/SRC-Cy5 coactivator binding, 2 h; 100 = basal binding, no effect | coactivator binding (% of control), % at 25.6 µM | 86,000 tested, 1.3% active | AID 639; in the data active means activity above about 200%;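 further: binding measured in presence of low estradiol as agonist stimulus; 0% = peptide alone without receptor and 100% = receptor with peptide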
Lung fibro prol: blocks proliferation of human lung fibroblasts; LL 47 human lung fibroblast viability, ATP luminescence; stronger effect = lower value; viability, % at 10 µM; 85,000 tested, 1.1% active; AID 719;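 active means viability at or below 50% in the single dose screen; inactive means viability above 50%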;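 further: compound exposure lasted 72 h before the ATP readout; 100% = median luminescence of untreated cell-only wells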
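material = human LL 47 lung fibroblast cells | dosing = compounds added from tenfold dosing solution, 0.1% DMSO final | timing = overnight cell rest, 72 h compound treatment at 37 °C | measured by = CellTiter-Glo luminescence measuring cellular ATP | evaluation = % viability versus median cells-only luminescence | control set = cell-only wells, no compound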
Active calls of the source: *; nt = no result given; [ ] = another dose, or the depositor's remark.

The line under a structure holds: HUVEC inhibit, ERb SRC1 inh, H69AR inhibit, ERa coact pot, CD11b adhes enh, MT1-MMP txn act, Smad3 FoxH1 inh, ERa SRC1 inh, Lung fibro prol
(1) CCOc1cc(C(=O)N2CCN(c3ccc(C(C)=O)cc3)CC2)cc(OCC)c1OCC
  93, -3, 38*, 110, 1, 1.2, 0, -6, 100
(2) CC(C)[C@H](NC(=O)NC1CCCC1)C(=O)O
  92, -7, 99, 122, 3, 1, 18[fluorescence artefact?], -13, 100
(3) CC(C)Oc1ccc(C(=O)Nc2ccccc2N2CCCC2)cc1
  111, -5, 32*, 117, -2, nt, 8, 1, 88
(4) COCCOc1ccc(C(F)(F)F)cc1Nc1nc2ccccc2o1
  102, 3, 77, 110, -3, 1.6, 4, -4, 93
(5) CCc1ccc(C(=O)/C=C/c2ccc([N+](=O)[O-])o2)cc1
  21*, -11, 2.6*, 74[fluorescence artefact?], 0, 1.2, 8, 2, 15*
(6) CCOc1ccc(N(CC(=O)NC2CCCCCC2)S(=O)(=O)c2c(C)noc2C)cc1
  83, -10[fluorescence artefact?], 67, 124, 1, 1, 8, -3, 81
(7) O=C(COC(=O)CCOc1ccccc1)Nc1ccc(Cl)cn1
  95, 27, 94, 76[fluorescence artefact?], 4, 1, -4, 28, 99
(8) Cc1nnc(SCC(=O)N2CCC(C(N)=O)CC2)s1
  101, 11, 98, 110[fluorescence artefact?], nt, 1, -1, -17, 97
(9) COc1cc2c(=O)n(Cc3ccco3)c(=O)n(CC(=O)c3ccc(Br)cc3)c2cc1OC
  73, 48[fluorescence artefact?], 17*, 124, nt, 1.1, 1, -22, 80
(10) O=Cc1cn(-c2ccccc2)nc1-c1ccc2c(c1)OCCO2
  87, 4[fluorescence artefact?], 48, 103, nt, 2*, -15, 15, 92
(11) CN=C1SC(CC(=O)Nc2cc(Cl)ccc2Cl)C(=O)N1C (centres undefined)
  98, -6, 93, 108, 0, nt, 4, -2, 99
(12) CCCNc1c(N)c(=O)oc2ccccc12
  97, -1, 87, 97, 1, 1.1, 14, 6, 102
(13) COC(=O)c1c(NC(=O)C2CC2)sc2c1CCCC2
  86, -6, 90, 100[fluorescence artefact?], -1, 1.1, 8, -5, 90
(14) COc1ccc(CC(NC(C)=O)C(=O)NC2CCN(S(=O)(=O)c3ccccc3)CC2)cc1OC (centres undefined)
  89, -2, 99, 125, -6, 1.2, 6, -7, 103
(15) CCOc1ccc(C2C(C(=O)c3ccc(C)o3)=C(O)C(=O)N2CCCN(CC)CC)cc1 (centres undefined)
  99, -6, 92, 118, nt, 1.2, -9, -1, 100
(16) CCN(CC)C(=O)CSc1nc2c(sc(=S)n2-c2ccccc2)c(=O)n1Cc1ccco1
  75, 1, 60, 96, -2, 1.2, 6, 30[fluorescence artefact?], 102
(17) O=C(c1ccccc1NS(=O)(=O)c1ccc(Br)s1)N1CCCC1
  98, -3, 106, 111, -2, 0.9, 7, -1, 95
(18) Cc1cc(NC(=O)COC(=O)c2cc3c(s2)CCC(C)C3)no1 (centres undefined)
  93, -1, 104, 112, 0, 1.2, 4[fluorescence artefact?], 4, 99
(19) Cc1ccc2c(c1)N(CC(=O)N1CCCCC1c1cccnc1)C(=O)CO2 (centres undefined)
  92, 7, 84, 85, 1, 1.1, 3, 6, 92
(20) CSc1ccccc1NS(=O)(=O)c1ccc2c(c1)OCCO2
  98, -13, 99, 95, 0, 1.1, -18, -11, 104
(21) O=C(NCCCO)c1ccc2[nH]c3ccccc3c2c1
  92, 11, 85, 104, -1, 1.2, 4, 0, 102
(22) Cc1cccc(NC(=O)CS(=O)(=O)Cc2ccccc2)n1
  93, -4, 95, 99, -3, 1.1, -11, -12, 107
(23) CCC(=O)n1nc(NCc2ccccc2OC)nc1NCc1ccccc1OC
  78, 2[fluorescence artefact?], 99, 104[fluorescence artefact?], 8, 1, 1, 4[fluorescence artefact?], 88
(24) O=C(Nc1nnc(CCN2CCOCC2)s1)C1CCCCC1
  81, 0[fluorescence artefact?], 90, 102[fluorescence artefact?], -2, 1.3, 4, 1[fluorescence artefact?], 103
(25) CCOc1ccccc1NC1=NCC(=O)N1Cc1ccc(F)cc1
  90, 4, 109, 112, -3, 1.1, -9, -8, 105
(26) Cc1cc(Nc2ccccc2)nn1C(=O)c1ccc([N+](=O)[O-])cc1
  80, -7, 104, 98, nt, 1.3, 5, -2, 99
(27) COc1ccc(NS(=O)(=O)c2ccc(NS(=O)(=O)c3ccc(SC)cc3)cc2)c(OC)c1
  85, -6, 55, 100, -2, 1.1, 10, -3, 101
(28) COc1ccc(NC(=O)c2ccco2)cc1NC(=O)c1c(F)c(F)c(OC)c(F)c1F
  75, -9, 92, 103, -4, 1.1, -7, -6, 87
(29) Cc1nn(C(C)C(=O)O)c(=O)c2c1sc1ccccc12 (centres undefined)
  96, 1, 84, 101, nt, 1.2, 4[fluorescence artefact?], -1[fluorescence artefact?], 105
(30) CCN(CC)C(=O)C1CCN(S(=O)(=O)c2cccc3nonc23)CC1
  95, -1, 99, 84[fluorescence artefact?], -2, 1.3, 15, -13, 96
(31) CN1C(=O)N(CN2CCCCC2)C2C1N(C)C(=O)N2CN1CCCCC1 (centres undefined)
  101, -14, 95, 118, 13, 1.1, -5, -33, 102
(32) Oc1cc2ccccc2cc1-c1n[nH]c(=S)o1
  83, 40, 46, 79[fluorescence artefact?], 4, 1, 4, 48, 103
(33) CCn1c(Cn2nnc(-c3ccccc3)n2)nnc1SCc1ccc(Cl)c(Cl)c1
  83, 1, 59, 109[fluorescence artefact?], -4, 1.4, -4, -1, 106
(34) COC(=O)c1c(-c2ccc(F)cc2)csc1NC(=O)c1ccco1
  97, -4, 79, 141, 0, nt, 3, -5, 78
(35) Cc1ccc(OCCSc2nnc(NC(=O)c3ccco3)s2)cc1
  80, 5[fluorescence artefact?], 99, 130, -1, 1, -1, 6, 99
(36) COc1ccc(NC(=O)c2c(-c3ccccc3Cl)noc2C)c(OC)c1
  105, 3, 73, 87, -1, 1, 12, 7, 99
(37) Cc1cc2c(c(=O)o1)C(Cc1ccccc1)C(C#N)=C(N)O2 (centres undefined)
  87, -6[fluorescence artefact?], 92, 103, -3, 1.2, -3, 1, 98
(38) CCOC(=O)N1CCN(C(=O)c2cc3c(=O)n(C)c4ccccc4c3n2C)CC1
  88, -2, 67, 108, -2, 1.1, -7, 5, 88
(39) O=C(Cn1cc(C(=O)c2cccs2)c2ccccc21)NCc1ccc2c(c1)OCO2
  79, -1, 95, 142[fluorescence artefact?], 0, 1, 0, 7, 93
(40) CCN(Cc1ccccc1)S(=O)(=O)c1nc2nc(C)c(C)c(C)n2n1
  108, -11, 99, 114, 6, 1.3, -3, -26, 97
(41) N#Cc1c(F)cccc1N1CCOCC1
  85, 3[fluorescence artefact?], 87, 124, -2, 1.2, -7, -1[fluorescence artefact?], 100
(42) O=C(CC1Sc2ccccc2NC1=O)OC(C(=O)NCCc1ccccc1)c1cccnc1 (centres undefined)
  101, -8, 82, 78, nt, 1.1, 11, -2, 103
(43) O=C(O)CCC(=O)Nc1ccccc1C(=O)Nc1ccccc1
  94, -6, 92, 105, 2, 1.1, 10, -3, 96
(44) O=C(CSc1nc2ccsc2c(=O)n1Cc1ccccc1)NCc1ccco1
  92, 3, 97, 105, -7, 1.3, 2, 1, 97
(45) CCCc1cc(C(=O)Nc2cc(OC)c(Cl)cc2OC)no1
  75, -4[fluorescence artefact?], 79, 97, 1, 1.3, 1, -2, 99
(46) Clc1ccc(CSc2nnc([C@@H]3CCCN3)o2)cc1
  93, -13, 110, 120[fluorescence artefact?], 4, 1, -12, -11, 105
(47) CCCCn1nnc(NC(=O)CC23CC4CC(CC(C4)C2)C3)n1
  117, -1, 87, 93, 0, 1.1, 0, -2, 99
(48) CCOC(=O)C1=C(C)Nc2ncnn2C1c1ccc2c(c1)OCO2 (centres undefined)
  97, -8, 82, 113, 5, 0.9, 4, -7, 95
(49) COCCn1c(SCC(=O)N2CCCCC2)nc2ccccc2c1=O
  82, -1, 92, 127, 3, 1.1, 4[fluorescence artefact?], -8, nt
(50) CC1CCN(S(=O)(=O)c2cc(Cl)ccc2Br)CC1
  82, -1, 89, 98, 3, 1.1, 8, -1, 89
(51) CC(/C=C/c1ccc2c(c1)OCO2)=N\NC(=O)c1cccc([N+](=O)[O-])c1
  31, 17, 7.3*, 58[fluorescence artefact?], -1, 1, 15, 68*[fluorescence artefact?], 28*
(52) CC(=O)c1cnc(Nc2nc(C)c3cccc(C)c3n2)nc1C
  92, -9, 85, 103, -4, 1.2, 1, 4, 97
(53) O=C(Nc1cccc(C(F)(F)F)c1)C1CCCN(S(=O)(=O)c2cnc[nH]2)C1 (centres undefined)
  103, -13, 91, 111, -6, 1.1, 0, -3, 100
(54) CCCCC(=O)Nc1ccc(C(N)=O)cc1
  88, 0, 95, 124, -4, 1.2, 0, -3, 99
(55) Cc1ccc(C(=O)NCCN2CCOCC2)cc1
  93, -8, 94, 106[fluorescence artefact?], nt, 1.3, 1, -5, 94
(56) CC1CCCCN1C(=O)Cn1c(=O)oc2ccccc21 (centres undefined)
  98, 3, 98, 110, nt, 1.2, 9, -3, 95
(57) Cc1cc(C)n(S(=O)(=O)c2ccc(Cl)c(Cl)c2Cl)n1
  97, 10, 92, 114, -3, 1.1, -8, -4, 87
(58) CC(=O)NS(=O)(=O)c1ccc(NC(=O)c2ccc(Br)o2)cc1
  87, 1, 85, 89, 0, 1.2, 18, 4, 92
(59) CCCCc1ccc(NC(=O)CSC2=C(C#N)C(c3ccco3)C3=C(CCCC3=O)N2)cc1 (centres undefined)
  60, 7[fluorescence artefact?], 78, 99[fluorescence artefact?], -9, 1.1, -15, 7[fluorescence artefact?], 94
(60) COC(=O)c1cc2ccccc2oc1=O
  101, -15, 103, 86, -2, 1.1, 7, 8, 107

Additional entries.
The line under a structure holds: HUVEC inhibit, ERb SRC1 inh, H69AR inhibit, ERa coact pot, CD11b adhes enh, MT1-MMP txn act, Smad3 FoxH1 inh, ERa SRC1 inh, Lung fibro prol
(61) Cc1nc(NCc2ccco2)c(C#N)c2c1COC(C)(C)C2
  107, -7, 84, 118, -2, 1, 7, -5, 102
(62) CCC(CC)C(=O)Nc1c2cnn(-c3ccccc3)c2nc(=O)n1-c1ccccc1
  88, -28, 87, 102, 3, 1.1, 2, -22, 100
(63) CCOC(=O)N1CCC(NS(=O)(=O)c2ccc3c(c2)C(C)(C)C(=O)N3C)CC1
  100, -4, 91, 111, nt, 1.1, 3, -2, 95
(64) Cc1cc2cc(CN(Cc3cccs3)Cc3nnnn3CC3CCCO3)c(=O)[nH]c2cc1C (centres undefined)
  66, 2[fluorescence artefact?], 66, 103, 1, 1.1, -2, 8[fluorescence artefact?], 101
(65) CC1Cc2ccccc2N1C(=O)c1cnc2ccccn2c1=O (centres undefined)
  92, 2[fluorescence artefact?], 88, 86, 4, 1.2, -4[fluorescence artefact?], -5, 104
(66) O=C(CN(CC1CCCO1)C(=O)CCC(=O)Nc1nccs1)NCc1ccccc1 (centres undefined)
  91, 4, 89, 102, nt, 1.3, -3, 5, 92
(67) COc1ccccc1CNc1nc2nc3c(c(=O)n2[nH]1)CCC3
  97, 9, 98, 100, 2, 1.2, 2, -3, 97
(68) CCSc1cc(C)nc2ncnn12
  87, 0, 99, 105, -3, 1.1, 8, 17, 93
(69) CN(CC(=O)NCc1ccco1)S(=O)(=O)c1ccc2c(c1)n(C)c(=O)c(=O)n2C
  102, 6, 92, 105, -1, 1.1, 11, -3, 102
(70) COc1ccc(Nc2nc(N3CCCC3)c3ccccc3n2)cc1
  7.7*, 6, 36*, 34, -9, 0.8, -8, 68*[fluorescence artefact?], 20*
(71) COCCCNC(=O)c1ccccc1NS(=O)(=O)c1ccc(C)cc1
  98, -1, 69, 123, 0, 1.2, 16, -7, 97

The list is partial; the hit share may differ from the screen's.
